# Screening data as filed in PubChem BioAssay.
# GSK3 alpha inh: blockers of GSK3A enzyme activity – biochemical, luminescence, cell-free homogeneous, HTS, primary screen; GSK-3 alpha kinase, ADP-Glo luminescence, 60 min; inhibition, % at 10 µM; hit rate 0.1% among 320,000; AID 2650, 2010;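 in the data active = inhibition above about 50%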;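 note: GST-tagged GSK-3 alpha with peptide substrate and 25 µM ATP; 0% = DMSO neutral wells and 100% = GW8510 positive control wells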
# Target sequence (P49840 whole entry, looked up): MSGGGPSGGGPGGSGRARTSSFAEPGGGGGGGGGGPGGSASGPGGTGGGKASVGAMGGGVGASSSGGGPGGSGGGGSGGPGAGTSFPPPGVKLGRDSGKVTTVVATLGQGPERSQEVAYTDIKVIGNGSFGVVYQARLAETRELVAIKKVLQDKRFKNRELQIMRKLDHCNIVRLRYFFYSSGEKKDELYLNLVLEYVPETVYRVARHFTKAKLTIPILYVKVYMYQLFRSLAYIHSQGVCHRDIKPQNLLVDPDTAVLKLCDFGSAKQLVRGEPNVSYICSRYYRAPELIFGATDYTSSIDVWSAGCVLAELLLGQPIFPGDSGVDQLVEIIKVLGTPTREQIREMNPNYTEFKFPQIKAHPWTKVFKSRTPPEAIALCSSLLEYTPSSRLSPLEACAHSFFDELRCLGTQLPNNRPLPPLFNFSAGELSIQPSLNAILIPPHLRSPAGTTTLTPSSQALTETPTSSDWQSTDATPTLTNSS
# IEC-6 cytotox: cytotoxicity in IEC-6 intestinal epithelial cells, primary screen, cytotoxicity control for KLF5 inhibitor project, cell-based, luminescence. hit rate 0.78% among 290,000. inhibition, % at 5 µM. AID 1825, 2009. IEC-6 cytotoxicity, luminescence viability; in the data active = inhibition above about 22%;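 note: 0% = plate median of test compound wells and 100% = cytotoxic reference compound wells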
# HSF1 inh: HSF1 inhibitors in luciferase reporter cells, primary screen, cell-based, NIH3T3, luminescence; NIH3T3-HGL HSE-luciferase, MG132-induced, luminescence 8 h; stronger effect = lower value; AID 2098, 2009; hit rate 0.77% among 300,000; activity change, negative = inhibition, % at 7.5 µM (by protocol);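 active = more than half of replicate wells show activity change below -50%, luminescence cut by over half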;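 note: luciferase reports HSF-1 transcriptional activity via heat shock element; 0% = median of DMSO wells and -100% = zero luminescence signal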
# KLF5 inhibitor: KLF5 expression inhibitors, primary screen, DLD-1 cells, luminescence; DLD-1 KLF5 promoter-luciferase reporter; inhibition, % at 5 µM; hit rate 0.23% among 290,000;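 active = inhibition above a per-plate limit of that plate's mean compound inhibition plus 3 SD, cut at about 60% in these data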;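 note: 0% = DMSO wells and 100% = LY294002 at 200 µM; higher means less KLF5 promoter-driven luciferase light; inactives centre near -14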
# HSF1 activator: HSF-1 activators, primary screen, NIH3T3-HGL cells, MG132 stress, luminescence, single point. hit rate 1.7% among 300,000. activation, % at 9 µM. NIH3T3-HGL HSF-1 luciferase reporter, 8 h; 100% = twice DMSO control signal. AID 504408, 2011;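 active = mean replicate activation of at least 50% with a set share of replicates each reaching 50%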;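 note: 0% = median of the neutral control wells and 100% = twice that signal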
# aSyn UTR inh: MLPCN primary screen, SNCA 5' untranslated region. alpha-synuclein 5'UTR reporter, inhibitor activity. inhibition, % (tested at 7.5 µM). hit rate 0.82% among 300,000. AID 1813, 2009; in the data active = inhibition above about 60%;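 note: H4 neuroglioblastoma cells stably carrying SNCA 5'UTR luciferase fusion; 0% = DMSO wells and 100% = positive control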
# GSK3beta inhib: human GSK3beta kinase inhibitors, primary screen, biochemical, cell-free homogeneous, HTS. Glycogen synthase kinase-3 beta (Homo sapiens), P49841. GST-GSK3beta kinase, ADP-Glo luminescence, 60 min; stronger effect = lower value. activity score (negative = inhibition), % at 10 µM. hit rate 0.038% among 300,000;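 active = more than half of replicate wells score below -50%, meaning over 50% inhibition versus plate controls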;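 note: 0% = median DMSO wells and -100% = median GW8510 positive control wells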
# Target sequence (P49841 whole entry, looked up): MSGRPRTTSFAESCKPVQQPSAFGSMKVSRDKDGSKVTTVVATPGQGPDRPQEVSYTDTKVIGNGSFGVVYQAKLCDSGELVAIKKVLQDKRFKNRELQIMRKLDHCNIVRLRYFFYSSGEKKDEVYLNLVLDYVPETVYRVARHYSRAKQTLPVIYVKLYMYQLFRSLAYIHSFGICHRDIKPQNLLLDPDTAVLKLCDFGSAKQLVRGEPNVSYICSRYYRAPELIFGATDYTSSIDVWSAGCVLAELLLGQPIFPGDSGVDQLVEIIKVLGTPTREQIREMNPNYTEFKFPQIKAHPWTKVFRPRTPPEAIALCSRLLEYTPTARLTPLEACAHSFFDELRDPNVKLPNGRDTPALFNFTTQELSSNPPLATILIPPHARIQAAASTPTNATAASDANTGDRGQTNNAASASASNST
#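 Assay system: GST-fused GSK3beta enzyme, cell-free / Medium: Tris pH 7.5 buffer with MgCl2, DTT, BSA, heparin / Also added: peptide substrate plus 25 µM ATP (final) / Compound: 10 µM single point / Timing: kinase reaction with compound 60 min at room temperature / Detection: ADP-Glo luminescence / Benchmarks: DMSO neutral wells and GW8510 at 20 µM as positive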
# HIF act: HIF pathway transcriptional activators, primary screen, cell-based, U2OS HRE-luciferase, luminescence. U2OS HRE-luciferase reporter; normalized: DMSO 0%, desferrioxamine 100%. activation, % at 7.5 µM (by protocol). hit rate 0.32% among 300,000. AID 1910, 2009;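 active = mean activation of at least 10% of the iron chelator positive control signal, with at least half of replicates also reaching 10%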
# HSP90 refold inh: HSP90 inhibitors, primary screen, cell lysate, luminescence; Rabbit reticulocyte lysate, luciferase refolding luminescence, 3 h; inhibition, % at 5.6 µM; hit rate 0.91% among 290,000; AID 1789, 2009;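 active = inhibition above the screen-wide mean plus 3 SD, computed separately per campaign, cut at about 16% in these data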;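 note: 0% = DMSO wells and 100% = 60 µM geldanamycin wells; inhibitors lower the luminescence because luciferase stays unfolded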
# AI-2 QS mod: Vibrio harveyi AI-2 quorum sensing modulators, primary screen, JMH597 strain, luminescence/OD600 ratio; hit rate 0.4% among 300,000; Vibrio harveyi JMH597 AI-2 luminescence/OD600 ratio, 9 h; stronger effect = lower value; strain lacks LuxN and CqsS sensors; 0 = neutral-control median; AID 2094, 2009; activity change, % at 7.5 µM; in the data active = activity change below about -75%, passing the limit was not always enough;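 note: luminescence divided by OD600 gain over 9 h not by final OD600 alone; inactives centre near 13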
# Active calls of the source: *; . = no result given. The order is random. Share with any hit: about 4.7%.
SMILES,GSK3 alpha inh,IEC-6 cytotox,HSF1 inh,KLF5 inhibitor,HSF1 activator,aSyn UTR inh,GSK3beta inhib,HIF act,HSP90 refold inh,AI-2 QS mod
COc1ccc(/C=N/NC(=O)c2ccc3c(c2)OCO3)cc1,-1,-2,-3,-47,2,-40,2,2.3,-1,25
O=C(CSc1n[nH]c(-c2ccco2)n1)Nc1ccc(Br)cc1,1,-6,5,11,-5,20,-1,0.3,-2,42
O=C(NCCN1CCCC1)c1ccc(CS(=O)(=O)c2c(Cl)cccc2Cl)o1,-2,2,2,-64,-6,16,-1,-0.3,-4,3
Cc1ccn2c(CNC(C)CCn3cccn3)c(C(=O)N3CCCCCC3)nc2c1 (stereo unspecified),-1,-4,0,-19,-6,-33,-4,0.2,-1,19
Cc1ccc(S(=O)(=O)NN2C(=O)/C(=C/c3ccccn3)SC2=S)cc1,-1,-7,-17,-19,-7,1,1,0.5,0,26
CCOC(=O)c1c(NC(=O)CC)sc(C(=O)NC2CCCC2)c1C,-1,8,5,-50,26,-14,1,-0.1,2,14
Cc1ccc(S(=O)(=O)N[C@H](C(=O)Oc2ccc3c(C(F)(F)F)cc(=O)oc3c2)c2ccccc2)cc1,-21,-4,1,-23,-9,25,3,-0.2,-2,13
NS(=O)(=O)c1ccc(CCNC(=O)c2ccccc2OCc2ccc(F)cc2)cc1,1,-4,-5,-10,22,-9,-3,1.4,-2,16
CCCCCc1ccc(OCCCC[n+]2cccc(C)c2)c(CCCCC)c1,2,21,-2,26,7,23,-10,-0.1,4,34
FC(F)(F)c1cccc(Cn2nnnc2-c2ccc(Cl)cc2)c1,-2,0,11,-7,11,6,2,-0.9,-1,-50
COc1cc(NC(=S)NCc2ccco2)cc(OC)c1,1,1,0,-18,5,-2,-1,-1.7,-3,12
Cc1cccn2c(=O)c(C=C(C#N)C#N)c(N3CCN(c4cccc(Cl)c4)CC3)nc12,-1,4,8,9,22,10,1,-1.2,6,-6
CCOC(=O)CSc1snnc1-c1ccccc1,-1,6,-2,-15,4,1,0,0.0,3,-39
O=C(O)Cc1csc(-c2ccccc2)n1,-2,-9,-11,-18,6,21,1,0.2,-1,0
CC1=C(C#N)C(Nc2ccc(Cl)cn2)(C(F)(F)F)C(=O)N1 (stereo unspecified),-1,-3,1,-2,-5,0,1,-0.3,-1,5
CCCCCCCCCCCCN1[C@@H](CC(=O)OC)c2cc(C(F)(F)F)ccc2S1(=O)=O,-1,.,-7,.,-12,4,2,0.6,.,16
Cc1cc(C)n(C(=O)c2ccc(C)c(S(=O)(=O)N3CCCCC3)c2)n1,-4,-3,11,-25,9,11,4,0.8,-1,2
CCOC(=O)c1cc(-c2ccccc2)sc1NC(=O)CSc1nncs1,0,-6,5,-28,12,-11,2,0.2,7,14
Cc1cccc(OCc2nn[nH]n2)c1C,-1,3,-5,-33,-24,12,-1,-1.0,2,14
O=C1c2cccc3cccc(c23)C(=O)N1c1ccccn1,0,0,-2,-18,4,32,2,-1.6,5,8
CC1(C)CC(NC(=O)COc2ccc3c4c(c(=O)oc3c2)CCCC4)CC(C)(C)N1,-3,-4,4,-32,0,11,7,0.0,-5,16
O=c1[nH]c(C2CCCN(S(=O)(=O)c3ccccc3Cl)C2)nc2c1nnn2Cc1ccc2c(c1)OCCO2 (stereo unspecified),-3,-7,3,2,6,28,3,0.0,4,28
CSc1ncccc1C(=O)OCc1ccccc1F,-1,-3,22,-15,31,-62,1,1.3,-1,16
O=C(c1ccccn1)N(c1ccccc1)C1(C(=O)NC2CCCCC2)CCCCC1,-2,4,-1,-5,12,18,3,-0.4,0,31
C=CCc1cccc2cc(C(=O)Nc3ccc(NC(C)=O)cc3)c(=O)oc12,-3,-5,0,-9,4,-30,-4,0.5,1,22
CCCN(CCC)CCNS(=O)(=O)c1ccc2c(c1)CCN2C(=O)C1CCC1,-1,4,-2,-41,12,16,0,-0.4,4,7
O=C(Nc1ccc(Oc2cccnc2)cc1)C1CCN(Cc2ccc(F)cc2)CC1,0,-7,2,-33,2,5,0,0.0,-5,32
COC(=O)CS(=O)(=O)c1cc([N+](=O)[O-])ccc1NC(=O)OC,-2,-6,1,-10,11,-28,-1,-0.3,-2,47
Cc1ccc(S(=O)(=O)CC(=O)N(CCCN2CCOCC2)c2nc3c(F)cccc3s2)cc1,-1,.,6,.,13,-44,1,0.7,.,2
COCCn1c(C23CC4CC(CC(C4)C2)C3)n[nH]c1=S,1,0,22,-27,42,21,0,0.0,-4,4
O=[N+]([O-])c1ncccc1OCc1ccc(Br)cc1F,-1,2,-1,15,23,-9,.,1.2,-2,.
CC(=O)Nc1ccc(S(=O)(=O)N2CCN=C2SCc2cccc(C)c2)cc1,-1,-1,-6,-8,-17,-23,3,0.3,1,16
O=C(CCCc1ccccc1)NCc1cn2ccsc2n1,-1,0,8,-15,-3,-4,1,0.4,-3,17
Nc1nc(Nc2ccc(Cl)cc2)nc(NCc2ccco2)c1[N+](=O)[O-],2,0,39,-165,46,-75,-4,3.2,-4,12
CC1(C)CC(=O)C2=C(C1)c1c(ccc3ccccc13)NC2c1ccc(C(=O)O)cc1 (stereo unspecified),2,-3,-12,-20,-11,6,3,-0.7,0,24
CCOC(=O)CSc1nc(-c2ccccc2)nc2ccccc12,0,-7,2,-37,7,11,0,-0.4,-5,32
CC(C)(CO)Nc1nc(Cl)nc(NC2CCCCC2)n1,6,7,2,-5,10,11,-2,0.2,-1,16
CCCn1c(=S)[nH]c2cc(C(=O)N3CCN(C4CCCCC4)CC3)ccc2c1=O,3,2,-5,10,8,7,2,0.4,3,7
CC(=O)C(Cc1ccccc1)NC(=O)CN1CCN(Cc2ccccc2)CC1 (stereo unspecified),-8,3,2,4,22,3,2,-0.8,6,17
CNC(=S)N/N=C/c1c2ccccc2c(Cl)c2ccccc12,2,-1,1,-51,18,12,-1,0.1,1,5
Cc1ccc(CNC(=O)NC2CCCCC2)cc1,-3,-3,-5,-46,-3,-92,2,18*,0,-89*
COc1ccccc1CNC(=O)COC(=O)C1CCN(S(=O)(=O)c2ccc(C)c(C)c2)CC1,-1,.,-5,.,2,0,-4,-52,.,1
CCOc1ccc(C(NC(=O)/C=C/c2ccco2)c2ccc(OC)c(OC)c2)cc1 (stereo unspecified),0,-5,18,-25,20,-10,-4,0.3,5,38
O=C(NC1CCCC1)c1ccccc1-c1nc2ccccc2[nH]1,0,3,-6,-33,-15,-4,-2,-0.2,5,23
CCOc1ccccc1-c1n[nH]c(=S)o1,-2,4,-5,12,3,-38,5,-0.2,6,15
O=C(c1cnn(-c2ccccc2)c1)c1cc(F)ccc1O,2,3,9,-140,16,-163,0,3.0,-2,7
COc1ccccc1CNC(=O)c1cn(C)c(=O)c2cc(OC)c(OC)cc12,-2,-2,-5,-34,4,-7,1,0.2,1,16
COC(=O)C(C)Sc1nc2c(c(=O)n1-c1ccccc1)SCC2 (stereo unspecified),2,-2,-3,-17,8,-7,-2,0.4,-2,8

# The last three records of the section before come first, to join the parts.
SMILES,GSK3 alpha inh,IEC-6 cytotox,HSF1 inh,KLF5 inhibitor,HSF1 activator,aSyn UTR inh,GSK3beta inhib,HIF act,HSP90 refold inh,AI-2 QS mod
O=C(c1cnn(-c2ccccc2)c1)c1cc(F)ccc1O,2,3,9,-140,16,-163,0,3.0,-2,7
COc1ccccc1CNC(=O)c1cn(C)c(=O)c2cc(OC)c(OC)cc12,-2,-2,-5,-34,4,-7,1,0.2,1,16
COC(=O)C(C)Sc1nc2c(c(=O)n1-c1ccccc1)SCC2 (stereo unspecified),2,-2,-3,-17,8,-7,-2,0.4,-2,8
N#Cc1ccccc1CSc1ccccn1,-3,-4,-3,-28,3,7,-2,0.0,-2,2
Cc1ccc(OCC(=O)NCCCNC(=O)c2cccnc2)cc1,-4,5,1,-50,18,19,7,-0.5,-2,1
O=C1CCCCCN1Cc1ccccc1,.,4,-6,-8,-7,-10,0,-0.3,-2,14
O=c1c2ccccc2ncn1-c1ccccc1C(F)(F)F,-50,3,3,23,19,-3,1,-0.4,5,6
CC(=O)NCC(=O)OCC(=O)Nc1ccc(C(C)=O)cc1,0,-2,-5,-22,8,16,3,-0.1,5,-7
CCN1CCN(C2=C(NS(=O)(=O)c3ccc(NC(C)=O)cc3)C(=O)c3ccccc3C2=O)CC1,-1,11,-3,-5,-11,-3,0,-0.4,5,14
CC(c1ccccc1)n1c(SCC(=O)N2CC(=O)Nc3ccccc32)nc2ccccc2c1=O (stereo unspecified),-2,5,-8,4,-26,37,1,0.2,5,24
O=c1c2[nH]c3ccc(F)cc3c2ncn1CC1CCCO1 (stereo unspecified),-1,0,-1,-1,40,-38,-1,0.3,4,15
CCc1cccc(NC(=O)Nc2ccc3c(c2)OCO3)c1,0,-4,4,-59,11,-65,0,0.7,-5,-1
CN(C)c1ccc(NS(=O)(=O)c2cc(Cl)ccc2Cl)cc1,1,3,-56*,-6,-61,-15,2,1.7,-1,15
COc1cccc(NC(=O)CN(C)C(=O)c2c(C)nn(Cc3ccc(C)cc3)c2Cl)c1,-2,.,4,.,9,28,2,1.0,.,7
OC(COc1ccccc1)Cn1c2ccccc2c2ccccc21 (stereo unspecified),-2,8,0,-12,11,-19,-1,0.8,-2,27
O=C1NC2(CCCc3ccccc32)C(=O)N1Cc1nnc(-c2ccccc2Br)o1 (stereo unspecified),1,0,6,-6,-2,-15,-24,-0.3,0,11
C=CCn1c(SCc2nc3sc(C(=O)O)c(C)c3c(=O)[nH]2)nnc1-c1ccccc1,.,-11,9,-5,37,-2,1,-0.3,4,23
CCCOc1ccc(-c2cn3ccccc3n2)cc1[N+](=O)[O-],1,1,26,-97,30,-114,1,4.2,-1,8
Cc1ccc(NC(=O)Cc2c(C(=O)O)n(C)c3ccccc23)cc1F,0,6,-5,-25,-6,-10,2,0.0,3,19
COc1ccccc1Nc1nc(N)nc(CN2CCN(Cc3ccc4c(c3)OCO4)CC2)n1,4,2,-8,-13,-21,13,-1,-0.4,5,4
COCCNC(=O)CSc1ncnc2sc(-c3ccccc3)cc12,-1,0,0,-16,-6,-50,4,0.7,-1,20
COC(=O)[C@]1(C)N[C@H](c2ccc(SC3CCCCC3)c(OC)c2)[C@@H]2C(=O)N(C)C(=O)[C@@H]21,-2,.,3,.,-1,-3,7,-1.0,.,32
Clc1ccc(C(CCN2CCCC2)Cc2ccccc2)cc1 (stereo unspecified),1,3,1,-31,-7,12,-3,0.0,1,8
